From PubChem BioAssay
KCNQ2 inh: KCNQ2 channel blockers in CHO-K1 cells – cell-based, FluxOR thallium flux, B-score, primary screen (AID 2156); 20 min; stronger effect = lower value; B-score at 10 µM; 310,000 tested, 1.1% active;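 active = fluorescence ratio B-score at most minus 3 library SDs, with starting brightness B-score within 2 library SDs, cut at about -5.5 in these data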
Target sequence (O88943 whole entry, looked up): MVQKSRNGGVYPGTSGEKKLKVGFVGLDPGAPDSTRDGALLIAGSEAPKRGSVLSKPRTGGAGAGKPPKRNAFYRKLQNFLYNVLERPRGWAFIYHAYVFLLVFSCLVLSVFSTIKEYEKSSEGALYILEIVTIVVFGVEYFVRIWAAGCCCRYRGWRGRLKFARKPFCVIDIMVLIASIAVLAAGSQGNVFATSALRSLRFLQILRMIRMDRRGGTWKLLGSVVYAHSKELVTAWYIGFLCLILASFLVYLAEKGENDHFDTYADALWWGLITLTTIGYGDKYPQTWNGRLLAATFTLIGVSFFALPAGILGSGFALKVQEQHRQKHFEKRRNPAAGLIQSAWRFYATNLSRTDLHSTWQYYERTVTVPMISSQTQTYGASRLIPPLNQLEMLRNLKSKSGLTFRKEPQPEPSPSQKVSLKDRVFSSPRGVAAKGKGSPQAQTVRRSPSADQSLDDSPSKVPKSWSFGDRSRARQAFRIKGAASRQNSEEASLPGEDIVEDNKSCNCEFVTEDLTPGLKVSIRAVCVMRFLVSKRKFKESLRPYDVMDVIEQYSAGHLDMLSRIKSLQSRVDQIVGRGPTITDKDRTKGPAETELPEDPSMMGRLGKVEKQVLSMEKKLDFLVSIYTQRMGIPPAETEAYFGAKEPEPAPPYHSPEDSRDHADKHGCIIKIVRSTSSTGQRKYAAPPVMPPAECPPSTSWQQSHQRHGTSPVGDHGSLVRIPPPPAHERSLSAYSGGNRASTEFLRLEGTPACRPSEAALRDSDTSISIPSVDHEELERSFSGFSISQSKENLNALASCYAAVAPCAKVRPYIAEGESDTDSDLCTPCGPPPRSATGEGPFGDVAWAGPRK
Kir21 block: inhibitors of mouse Kir2.1 inward-rectifier potassium channel | P35561 | HEK293-Kir2.1, FluxOR thallium flux fluorescence; stronger effect = lower value | B-score at 10 µM | 310,000 tested, 0.85% active | AID 1672;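 active = fluorescence ratio B-score at or below minus 3 SD of library scores, with starting-brightness B-score within 2 SD, cut at about -4.2 in these data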;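 note: channel flux triggered by added potassium and thallium sulfate stimulus; B-score of peak minus minimum fluorescence over baseline after thallium stimulus; more negative B-score means stronger Kir2.1 block with less thallium influx; some compounds called inactive have numbers as strong as hits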
Numbers without * were called inactive; i = inactive.

Molecule	Kir21 block	KCNQ2 inh
CC1=C(C(=O)Nc2ccccc2)C(c2ccncc2)C(C#N)=C(SCC(=O)Nc2ccccc2)N1 (stereo not given)	-1.31	i
CCn1c(NC(=O)c2cccc(Cn3cc(Cl)cn3)c2)nc2ccccc21	2.29	i
COC(=O)C1C(O)=C(C=NC2CCCCC2)C(=O)CC1(C)C (stereo not given)	0.28	i
CSc1nnc(C(C)(C)C)c(=O)n1/N=C/c1ccc(C(C)C)cc1	0.8	i
O=C(NCC1CCCO1)c1cccs1 (stereo not given)	-1.11	i
C=CCN1N=C(c2ccc(Cl)s2)CSC1=O	0.25	i
Cc1cc(C)n(CC(=O)N/N=C/c2ccc([N+](=O)[O-])s2)n1	-1.23	i
O=C1OC(N2C(=O)CC[C@H]2C(=O)Nc2ccc(F)c(F)c2)c2ccccc21 (stereo not given in full)	3.97	i
COc1ccc(S(=O)(=O)N2CCCCCC2)cc1NC(=O)Cc1cc(OC)c(OC)c(OC)c1	-0.97	i
O=C(CNC(=O)c1ccc(Br)o1)NCc1ccc(F)cc1	0.51	i
CC1(CCc2ccccc2)NC(=O)N(Cc2cc([N+](=O)[O-])cc3c2OCOC3)C1=O (stereo not given)	-0.67	i
O=C(O)c1ccccc1-c1ccccc1C(=O)NCc1cccnc1	0.52	i
CC(C)(C)c1cc(C(=O)N/N=C/c2cc3c(cc2Br)OCO3)n[nH]1	0.43	i
COc1cccc(OC)c1C(=O)NC(=O)Oc1c(F)cccc1F	-0.88	i
CCN(CC)C(=S)SCC(=O)Nc1cccc(C(F)(F)F)c1	-1.25	i
O=c1[nH]c2ccc(S(=O)(=O)N3CCN(C4CCCCC4)CC3)cc2[nH]c1=O	-1.72	i
CCCCn1nnnc1NCc1cc(Cl)c(OC)c(OC)c1	0.48	i
CCCCc1ccc(NC(=S)N2CCN(C(=O)OCC)CC2)cc1	0.97	i
CC1CCCN(c2ccc(C(=O)NCCc3ccccc3)cn2)C1 (stereo not given)	-0.81	i
Cc1ccc(C(=O)NCC(=O)NCCSc2ccc(Br)cc2)cc1	-0.71	i
Cc1ccc(C(C)(O)CS(=O)(=O)Cc2ccccc2)cc1 (stereo not given)	0.14	i
O=C(CSCc1ccco1)c1cccs1	-0.63	i
Cc1ccsc1-c1n[nH]c(=S)n1CC(C)C	-0.59	i
CCCNc1nc(N2CCOCC2)nc(N2CCOCC2)n1	0.75	i
O=C(CCc1ccc(S(=O)(=O)N2CCOCC2)cc1)N/N=C/c1ccc(O)c(O)c1O	0.62	i

Molecule	Kir21 block	KCNQ2 inh
CCOCCCNC(=O)CSc1nnc(-c2ccc(S(=O)(=O)N3CCCC3)cc2)n1C	0.52	i
Cc1c(C(=O)N2CCCCC2)c(S(=O)(=O)N2CCN(c3ccc(Cl)cc3)CC2)c(C)n1C	0.08	i
Cc1cc(=O)oc2c3c(cc(OCC(=O)NCC(=O)O)c12)OC(C)(C)CC3	-0.73	i
C[C@@H](NC(=O)[C@@H]1Cc2ccccc2CN1)C(=O)NC1CCCCC1	-0.29	i
O=C(CSc1nnnn1-c1ccccc1)NCc1cccs1	-0.06	i
O=C(O)c1ccc(Cl)c(S(=O)(=O)NC(Cc2c[nH]c3ccccc23)C(=O)O)c1 (stereo not given)	-1.79	i
Cc1nn(-c2nc(-c3ccco3)cc(C(F)(F)F)n2)c(C)c1Cl	1.69	i
CCOc1ccc(N(C(=O)c2cnsn2)C(C(=O)NC2CCCCC2)c2ccncc2)cc1 (stereo not given)	-0.66	i
C=CCN(c1ccc(C(=O)Nc2cccc([N+](=O)[O-])c2)cc1)S(C)(=O)=O	0.49	i
CCc1ccccc1NC(=O)C(C#N)Cc1cccnc1 (stereo not given)	0	i
CC(C)(C)CN1C(N)=NC[C@@H]1Cc1ccccc1	0.88	i
CCOC(=O)c1cnc2nc[nH]n2c1=O	1.07	i
Cc1ccc2[nH]c(=O)c(CN(CCCO)S(=O)(=O)c3cccc4nsnc34)cc2c1	1.23	i
CCOC(=O)CC(=O)CSc1[nH]c(=O)cc(C)c1C#N	1.6	i
Cc1ccc(NC(=O)CSc2nc(=O)cc(N)n2CCc2ccccc2)cc1	-0.93	i
Cc1ccc(OCC(=O)OCc2nc3scc(-c4ccccc4)c3c(=O)[nH]2)cc1C	1.98	i
Cc1cccc(OCCCC(=O)Nc2ccc(S(=O)(=O)Nc3nccs3)cc2)c1C	-0.25	i
CC(=O)c1ccc(NC(=O)CSc2nnc(Cn3cnc4ccccc43)o2)cc1	-0.24	i
COc1ccc(S(=O)(=O)N2CCCOC2CNC(=O)C(=O)NCc2ccccn2)cc1 (stereo not given)	0.06	i
COc1ccc(-c2cc(C(=O)O)[nH]n2)cc1OC	0.37	i
CCOc1cc(/C=C2/NC(=O)N(CC(=O)Nc3cccc(C)c3)C2=O)ccc1OCC(N)=O	0.51	i
Cn1ncc(Br)c1C(=O)N1CCc2ccccc21	-0.03	i
CCc1cccc(CC)c1NC(=O)CSc1nnc(C2CC2)n1C	0.25	i
Cc1cc(NS(=O)(=O)c2ccc(NC(=O)c3ccccc3C)cc2)no1	0.43	i
Cc1cc(NC(=O)CN2CCN(c3ccc(O)cc3)CC2)no1	-0.13	i

Record cards (already shown). Order of values: Kir21 block, KCNQ2 inh
Entry for Cc1nn(-c2nc(-c3ccco3)cc(C(F)(F)F)n2)c(C)c1Cl = 1.69, i
Entry for C=CCN(c1ccc(C(=O)Nc2cccc([N+](=O)[O-])c2)cc1)S(C)(=O)=O = 0.49, i
Entry for Cc1cc(NC(=O)CN2CCN(c3ccc(O)cc3)CC2)no1 = -0.13, i

Returning to the listing; the two compounds before the break are reprinted first.
Molecule	Kir21 block	KCNQ2 inh
Cc1cc(NS(=O)(=O)c2ccc(NC(=O)c3ccccc3C)cc2)no1	0.43	i
Cc1cc(NC(=O)CN2CCN(c3ccc(O)cc3)CC2)no1	-0.13	i
Cc1ccc(Cl)cc1NC(=O)CNCC(c1ccccc1)N(C)C (stereo not given)	0.62	i
CCCN(CCC)Cc1c(C(=O)N/N=C/c2ccoc2)nnn1-c1nonc1N	-0.5	i
CC(C)(C)NC(=O)C12CC3CC(CC(Cl)(C3)C1)C2	2.85	i
CCOc1ccc(Cc2nnc(SCC(=O)Nc3ccccc3)n(N)c2=O)cc1	0.22	i
Cc1cccc(C)c1OCc1cc(C(=O)N(C)Cc2cc(C3CC3)n[nH]2)no1	-2.68	i
Cc1ccccc1-c1nc(C#N)c(N2CCC(C)CC2)o1	0.15	-8.1*
O=C(CN1CCCC1)Nc1ccc2c(c1)CCC2	0.05	i
COCC(C)NC(=O)c1noc2c1CCc1cc(OC)ccc1-2 (stereo not given)	1.35	i
CC(NC(=O)CNC(=O)C1CCCCC1)c1cccc(Cl)c1 (stereo not given)	-0.01	i
CCN(CC)S(=O)(=O)c1ccc2c(c1)[nH]c(=S)n2CC	-0.17	i
O=C(Nc1ccccc1)c1ccccc1N=Cc1cccc(O)c1	1.33	i
CC(NC(=O)OCc1ccccc1)C(=O)NCC1CCCO1 (stereo not given)	0.96	i
Cc1ccc(NC(=O)C2CCN(c3ncnc4c3nc3n4CCCCC3)CC2)cc1Cl	-3.36	i
Cc1ccsc1C(=O)OCC(=O)Nc1sccc1C(N)=O	1.03	i
CCN(CC)S(=O)(=O)c1ccc(O)c(NC(=O)c2ccc(N3CCOCC3)c([N+](=O)[O-])c2)c1	0.83	i
CCCCN(C(=O)CCC(=O)Nc1cc(C)on1)C(C(=O)NC1CCCC1)c1ccccc1C (stereo not given)	-0.31	i
Cc1ccc2[nH]c(=O)cc(C(=O)OCC(=O)c3ccc(F)cc3)c2c1	-0.14	i
O=S1(=O)C=CC(Nc2ccccc2)C1 (stereo not given)	-0.97	i
CCC(C)(C)NC(=O)C(c1cccn1C)N(Cc1ccccc1)C(=O)Cn1nnc2ccccc21 (stereo not given)	-0.3	i
COC(=O)C1Cc2c([nH]c3ccccc23)CN1 (stereo not given)	1.11	i
CCN1C(=O)/C(=C\N2CCN(C(=O)c3ccco3)CC2)SC1=S	-0.35	i
COCC(C)NC(=O)c1cc(OC)cc(OC)c1 (stereo not given)	0	i
Cc1ccc(-n2nc(C(N)=O)nc2-c2ccccc2)cc1	-1.59	i
Cc1cc(C)n(-c2cc(O)c(-n3nc(C)cc3C)cc2O)n1	-1.82	i
O=C(CSc1nc2ccccc2o1)Nc1ccccc1N1CCCCCC1	-3.27	i

KCNQ2 inh, what is marked active above
Molecule	Kir21 block	KCNQ2 inh
Cc1ccccc1-c1nc(C#N)c(N2CCC(C)CC2)o1	0.15	-8.1*

More records
Molecule	Kir21 block	KCNQ2 inh
COc1ccccc1OCC(=O)Nc1cccc(C(=O)N2CCOCC2)c1	0.04	i
COCCn1c(N)c(Sc2ccccc2)c(=O)[nH]c1=O	0.07	i
Cc1c(C(=O)NCc2ccccc2F)oc2ccccc12	1.63	i
COc1cc(C(=S)N2CCCC2)ccc1O	-0.89	i
O=C(Oc1ccc(Nc2ncnc3ccccc23)cc1)c1cccnc1	-0.59	i
COc1ccc(NC(=O)Nc2cc(C)ccc2OC)cc1	0.67	i
CCOc1ccc(C(CC(=O)O)NC(=O)c2cccs2)cc1 (stereo not given)	-0.22	i
COc1ccc(OC)c(S(=O)(=O)Nc2cc3c4c(c2)CCC(=O)N4CCC3)c1	-0.45	i
Cc1cc(C)c(OCC(=O)OCC(=O)NCC2CCCCC2)c(C)c1	0.1	i
CN1CCN(C(=O)C2=C[C@@H](c3ccccc3)C[C@@H](OCc3ccc(CO)cc3)O2)CC1	-2.06	i
CCOc1cc(C)c(C(C)C)cc1S(=O)(=O)n1cnc(C)c1	-0.41	i
Cc1ccc(CCNC(=O)CNC(=S)N(Cc2ccccc2)Cc2cccnc2)cc1	-0.8	i
COc1cccc(/C=C/C(=O)c2c(O)cc(C)oc2=O)c1O	-0.21	i
COc1cc(CNCCC2CCOC(C)(C)C2)ccc1O (stereo not given)	0.2	i
Cc1nc(N2N=C(c3ccc(Cl)cc3)CC2c2ccco2)sc1C(=O)N(C)C (stereo not given)	0.14	i
c1ccc(OCCOc2ccccc2-c2nnco2)cc1	-1.37	i
Cc1ccc(N(CCC#N)C(=O)CCl)cc1C	0.22	i
Cc1cc(C)cc(OCC(=O)N(Cc2ccccc2)C2CCS(=O)(=O)C2)c1 (stereo not given)	-1.61	i
CCCCOC(=O)c1nnc(-c2ccc(Cl)cc2)o1	0.38	i
COCCn1c(SCC(=O)c2c[nH]c3ccccc23)nnc1-c1ccncc1	0.39	i
CN(C)CCCCCCCCCCC(=O)/C=N/O	-2.67	i
CC(C)c1ccc(C2CC(c3ccc(Br)cc3)=NN2C(N)=S)cc1 (stereo not given)	-0.06	i
O=C(NC1CCCCC1)[C@H](O)[C@@H](O)C(=O)NC1CCCCC1	-1.44	i
CCN(CC)c1ccc(C=Nc2ccc(C)cc2C)c(O)c1	-0.12	i
CN(C(=O)CSc1nnc(CNC(=O)c2ccccc2)o1)c1ccccc1	0.41	i

Molecule	Kir21 block	KCNQ2 inh
Fc1ccc(/C=N/Nc2ccccn2)cc1	-0.06	i
Clc1ccc(N2CCN(c3cnc4ccccc4n3)CC2)cc1	4.11	i
CCOC(=O)c1ccccc1NC(=O)c1ccc2nccnc2c1	-0.02	i
CN(C)C(=O)CNC(=O)CN1C(=O)NC2(CCCc3sccc32)C1=O (stereo not given)	0.8	i
CN(C)c1ccc(/C=C(/NC(=O)c2ccccc2)C(=O)NCCN2CCOCC2)cc1	0.05	i
C=CCC1(CC=C)CCCN1C(=O)CC1C(=O)NCCN1Cc1ccccc1OC (stereo not given)	-1.31	i
CC(Sc1ccc(Br)cc1)C(N)=O (stereo not given)	0.08	i
O=C(N/N=C/c1ccco1)Nc1ccccc1	1.97	i
CCSc1nc(=O)n(-c2ccccc2)c(C)c1C(C)=O	1.22	i
CC(N=Cc1ccccc1O)c1ccccc1 (stereo not given)	-0.42	i
CN(C(=O)COC(=O)CCc1nc2ccccc2c(=O)[nH]1)C1CCS(=O)(=O)C1 (stereo not given)	0.67	i
CN(Cc1ccccc1)C(=O)C1CCC(CNS(=O)(=O)c2cccc3cccnc23)CC1 (stereo not given)	0	i
Cc1cnc(C(=O)OCC(=O)Nc2cc(-c3cc(C)c(C)cc3C)nn2-c2ccccc2)cn1	-1.34	i
COc1ccc(N2CCN(C(=O)C3CCN(S(=O)(=O)c4c(C)noc4/C=C/N(C)C)CC3)CC2)cc1	2.03	i
CN(C(=O)CSc1nnc(Nc2ccccc2)s1)C1CCS(=O)(=O)C1 (stereo not given)	1.61	i
CCOC(=O)c1cc(CN2CCOCC2)oc1-c1ccccc1	0.86	i
CC(=O)N1CCOc2ccc(S(=O)(=O)NCCc3ccc(S(N)(=O)=O)cc3)cc21	0.01	i
CC1(OC(=O)CCc2ccccc2)C(=O)C=C2C=C(c3ccc(C#N)cc3)N(CCN3CCOCC3)C=C2C1=O (stereo not given)	-1.37	i
CCOc1ccc(CNC(=O)c2ccc(Sc3ccc(C)cc3)c(NC(C)=O)c2)cc1OC	1.03	i
COc1ccc(-n2ncc3c(=O)n(CC(C)=O)cnc32)cc1	0.41	i
O=C(N/N=C\c1c(O)ccc2ccccc12)c1cncc(Br)c1	-12.6	i
O=C(Nc1cccc(C(F)(F)F)c1)Nn1cnnc1	-0.19	i
